Rab9 prom act: activates the Rab9 promoter | 320,000 compounds, 2.8% hits | Potency, µM (series often up to 9.22 µM), for inactives: at the top dose activation, negative = inhibition, hits mostly activators | Huh7 Rab9 promoter-luciferase reporter, luminescence, 24 h | AID 485297; further: % of control where 0% means no effect; nearly all actives have a fitted effect of over 60% in size
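Cells were plated at 1500 per well in reduced-serum medium with 10% FBS and left 2 h. Compound in DMSO was then added for 24 h at 37 °C. Reporter signal was read by luminescence after 10 min with luciferase detection reagent.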
RORgamma inh: ROR gamma (mouse) transcription inhibition; P51450; 310,000 compounds, 5.4% hits; Drosophila S2 Gal4-RORgamma UAS-luciferase reporter, 20 h; AID 2551; Potency, µM (doses to about 53.6 µM), for the others: top-dose activity change, negative = inhibition, most hits filed as inhibitors; further: on the % scale 0 is the no-effect control and ±100 the full control effect; nearly all actives have a fitted effect of over 60% in size
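Compounds are pin-transferred onto Drosophila Schneider cells expressing a copper-inducible Gal4–ROR gamma transactivation domain fusion. After 1 hr, copper sulfate is added to 700 uM final; luciferase is read 20 hr later.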
ELG1 genotoxic: genotoxicity induction in ELG1-luciferase HEK293T cells | HEK293T ELG1-luciferase reporter, luminescence, 16 h | Potency, µM (top dose mostly 46 µM), inactives show at the top dose activity change, positive = activation, most hits filed as activators | 330,000 compounds, 1.3% hits | AID 504466; further: % of control where 0% means no effect; nearly all actives have a fitted effect of over 60% in size
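Cells (2,000/well) expressing the ELG1-luciferase fusion are dosed by pin tool and kept 16 hr at 37 °C, 5% CO2. Signal comes from ONE-Glo luciferase reagent after 30 min at room temperature.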
NPC1 promoter act: activators of NPC1 promoter | Huh7 NPC1 promoter luciferase reporter, 24 h | Potency, µM (doses to about 9.22 µM), inactives show at the top dose activation, hits mostly activators | 320,000 compounds, 2.4% hits | AID 485313;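 further: % of control where 0% means no effect; nearly all actives have a fitted effect of over 60% in size; reporter is driven by a mutant NPC1 promoter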
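Stable NPC1-promoter luciferase Huh7 line; cpd (DMSO) 24 h, 37 °C, 5% CO2; Amplite luciferase reagent 10 min RT; luminescence readout. qHTS format.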
uPA surface inh: inhibitors of cell surface uPA generation. cell surface uPA generation assay, qHTS. Potency, µM (doses to about 38.3 µM), for the others: at the top dose activity change, negative = inhibition, usual class: inhibitors. 330,000 compounds, 0.31% hits. AID 540303; active means well fitted inhibition curve with a large enough effect; inconclusive means small, poorly fitted or top-dose-only effect; inactive means no such curve, though single readings can be large or run the other way; tested in mouse RAW 264.7 cells; further: on the % scale 0 is the no-effect control and ±100 the full control effect; nearly all actives have a fitted effect of over 55% in size
VP16 counter: Gal4-VP16 reporter inhibition counter-screen; Drosophila S2 Gal4-VP16 UAS-luciferase, luminescence, 20 h; Potency, µM (series often up to 53.6 µM), for inactives: top-dose activity, negative = inhibition, usual class: inhibitors; 310,000 compounds, 3.5% hits; AID 2546;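 further: Gal4-VP16 expression switched on by copper sulfate through the metallothionein promoter; on the % scale 0 is the no-effect control and ±100 the full control effect; nearly all actives have a fitted effect of over 50% in size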
p53 reactivation: mutant p53 re-activation in reporter cells; AID 504706; 320,000 compounds, 0.063% hits; H1299 p53-A138V BP100-luciferase reporter, luminescence, 24 h; Potency, µM (titrated, usually from 92.2 µM), for the others: at the highest dose activity change, positive = activation, actives largely listed as activators; further: % of control where 0% means no effect; nearly all actives have a fitted effect of over 45% in size
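H1299 (p53-null), stable ts p53-A138V + BP100-Luc; 1000 cells/well, Opti-MEM/10% FBS; cpd 4 pt, 1:5; 24 h, 37 deg C, 5% CO2; detection reagent 10 min RT; luminescence.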
MBNL1-CUG inh: MBNL1-poly(CUG) RNA binding inhibition | TR-FRET MBNL1-His/biotin-(CUG)12 binding, 665/545 ratio | Potency, µM (doses to about 57.5 µM), inactives show at the highest dose activity change, negative = inhibition, usual class: inhibitors | AID 2675 | 280,000 compounds, 0.036% hits | Q9NR56; active means well fitted inhibition curve with a large enough effect in the signal ratio, with a control signal flat, not every such curve was filed as active; inconclusive means small, poorly fitted or top-dose-only effect, or effect the other way, or a change in a side signal; inactive means no such curve, though single readings can be large or run the other way; the % refers to the signal ratio; further: on the % scale 0 is the no-effect control and ±100 the full control effect
Target sequence (Q9NR56 whole entry, looked up): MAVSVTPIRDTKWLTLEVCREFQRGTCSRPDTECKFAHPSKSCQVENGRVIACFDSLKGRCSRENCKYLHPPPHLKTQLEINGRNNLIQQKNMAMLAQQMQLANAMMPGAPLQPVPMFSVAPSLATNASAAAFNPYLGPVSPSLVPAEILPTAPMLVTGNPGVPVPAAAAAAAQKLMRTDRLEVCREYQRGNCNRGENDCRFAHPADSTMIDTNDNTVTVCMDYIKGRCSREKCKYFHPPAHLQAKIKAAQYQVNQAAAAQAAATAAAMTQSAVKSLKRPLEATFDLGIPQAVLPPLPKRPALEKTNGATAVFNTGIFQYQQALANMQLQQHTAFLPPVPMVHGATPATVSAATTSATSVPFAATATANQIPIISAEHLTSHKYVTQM
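TR-FRET readout: Ex 340 nm, 665/545 nm emission ratio, normalized to buffer-only (basal) and MBNL1-(CUG)12 controls. Complex of MBNL1-His with Biotin-(CUG)12, compounds 92 nM–58 uM, incubated 60 min at room temperature.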
BRCA1 expr act: increases BRCA1 expression; AID 624202; Potency, µM (highest dose often 46.1 µM), without a hit: at the top dose activation, most hits filed as activators; 380,000 compounds, 1.1% hits; MCF7-BRCA1-FFLuc reporter, luminescence, 48 h; response scale: scaled: vehicle 0%, 10 µM genistein 100%; further: nearly all actives have a fitted effect of over 80% in size; some results filed as inactive show a strong effect at the top dose
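Using MCF7 cells harboring a BRCA1 firefly luciferase reporter, plated 2 h before compound pinning, the screen measured luminescence after 48 h incubation. Responses were normalized to DMSO and 10 microM genistein, then fitted for concentration-effect.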
FLuc counter: counter-screen for miR-21 project: firefly luciferase inhibitors or activators | P08659 | purified FLuc, Km substrates, luminescence inhibition | Potency, µM (highest dose often 57.5 µM), for the others: top-dose activity change, negative = inhibition, most hits filed as inhibitors | 360,000 compounds, 6.9% hits | AID 588342;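 further: plate controls were vehicle for no effect and reference inhibitor for full effect; nearly all actives have a fitted effect of over 55% in size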
Target sequence (P08659 whole entry, looked up): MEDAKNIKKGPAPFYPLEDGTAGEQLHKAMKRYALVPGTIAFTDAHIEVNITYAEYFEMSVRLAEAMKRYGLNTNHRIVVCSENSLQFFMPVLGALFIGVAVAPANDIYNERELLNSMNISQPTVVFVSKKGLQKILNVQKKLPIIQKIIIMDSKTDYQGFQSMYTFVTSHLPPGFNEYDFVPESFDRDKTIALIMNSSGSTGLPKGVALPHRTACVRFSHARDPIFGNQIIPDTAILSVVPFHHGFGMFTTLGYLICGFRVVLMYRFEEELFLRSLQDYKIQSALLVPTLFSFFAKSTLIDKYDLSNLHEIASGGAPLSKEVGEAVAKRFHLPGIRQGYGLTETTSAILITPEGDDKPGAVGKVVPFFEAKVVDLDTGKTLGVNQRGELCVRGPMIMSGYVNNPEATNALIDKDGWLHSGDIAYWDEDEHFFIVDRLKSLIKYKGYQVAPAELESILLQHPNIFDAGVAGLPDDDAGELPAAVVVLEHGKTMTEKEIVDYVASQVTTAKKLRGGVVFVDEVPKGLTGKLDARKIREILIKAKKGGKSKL
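Purified P. pyralis luciferase (10nM final) with 10uM D-luciferin and 10uM ATP (Km levels) in 50mM Tris acetate pH 7.5, 10mM Mg acetate, 0.01% Tween-20, 0.05% BSA; qHTS 6-point titration, ~60 µM downward; luminescence read.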
The depositor's hits bear a star; ? = inconclusive; nt = no result given; & = joins results of further samples; [ ] = remark or other dose. Unless noted, the call rests on the fitted dose curve; in most records, active means well fitted curve in the direction sought with a large enough effect; inconclusive means small, poorly fitted or top-dose-only effect, or another doubt; inactive means no such curve, though single readings can be large; an effect the other way counts as inactive or inconclusive. Potency means the concentration at half of the fitted maximal effect.

SMILES	Rab9 prom act	RORgamma inh	ELG1 genotoxic	NPC1 promoter act	uPA surface inh	VP16 counter	p53 reactivation	MBNL1-CUG inh	BRCA1 expr act	FLuc counter
C/C(=C\c1ccco1)C1C(C#N)=C(N)Oc2n[nH]c(-c3ccccc3)c21 (stereo not drawn)	0%	-10%	4%	3%	-4%	9%	5%	11%	-4%	0%
CCCNS(=O)(=O)c1ccc(NC(=O)Cc2cccs2)cc1	-2%	5%	3%	-4%	6%	6%	8%	15%	23%	?
COc1ccc(Cl)cc1N1C(=O)[C@@H]2C(c3cccc(OC)c3OC)=NO[C@@H]2C1=O	7%	11%	0%	0%	2%	-1%	-1%	-8%	53%	3%
CC(C)(C)C1CCC(OC(=O)C[N+]2(C)CCCCC2)CC1 (stereo not drawn)	-4%	0%	-4%	-1%	-6%	-1%	-4%	-4%	-17%	-6%
CCCn1nc(C(=O)NNC(=O)C2CSC3(C)CCC(=O)N23)c2ccccc2c1=O (stereo not drawn)	1%	nt	4%	-8%	1%	nt	1%	nt	7%	0%
N#CC1=C(N)Oc2n[nH]c(-c3ccc(F)cc3)c2C1c1cccc(OC(=O)N2CCOCC2)c1 (stereo not drawn)	0%	3%	2%	10%	0%	21%	5%	-7%	-36%	0%
Cc1ccccc1NC(=O)N1C2CCCC1CC(NC(=O)C1CC1)C2 (stereo not drawn)	-1%	10%[0.365 µM]	-5%	-5%	1%	nt	5%	0%	-1%	2%
COc1ccc(CNC(=O)C2CC(c3ccccc3[N+](=O)[O-])=NO2)cc1 (stereo not drawn)	5%	42%	7%	15%	?	?	1%	?	19%	?
COCCCNc1nc2nonc2nc1N(C)CC1CCCN1C (stereo not drawn)	2%	-20%	1%	-3%	-14%	-4%	-2%	1%	1%	-1%
COc1ccc(C(=O)c2coc(-c3ccccc3C(=O)O)c2C(=O)O)cc1	-2%	-7%	2%	2%	4%	5%	6%	-12%	-9%	2%
CCN1CCN(C(c2cccs2)C(C)NC(=O)C(C)C)CC1 (stereo not drawn)	-1%	16%	4%	-8%	3%	-8%	13%	-7%	34%	8%
O=C(c1ccco1)N1CCC(c2nc3c(nnn3Cc3ccc(F)cc3)c(=O)[nH]2)CC1	3%	-2%	6%	-1%	0%	20%	7%	-1%	-28%	1%
Cc1ccc(N2C(=O)Nc3cc(Cl)c(Cl)cc3N2O)cc1Cl	0%	8%	1%	-1%	5%	-1%	-6%	-22%	-22%	17µM*
Cc1c(NS(=O)(=O)c2ccc(C(=O)NCc3ccc(F)cc3)cc2)c(=O)n(-c2ccccc2)n1C	-1%	nt	-5%	-4%	-10%	nt	2%	nt	6%	2%
CCCCNC(=O)C1CCN(S(=O)(=O)c2cnc[nH]2)CC1	-2%	-20%	0%	-2%	2%	4%	0%	-3%	-15%	3%
Cc1cc(C(=O)CN2C(=O)C(=O)N(Cc3ccccc3)C2=O)c(C)n1CC1COc2ccccc2O1 (stereo not drawn)	-25%	?	-4%	-16%	-1%	-15%	-2%	4%	-54%	-6%
O=C(CSc1n[nH]c(-c2ccc(Br)cc2)n1)NC1CCCC1	nt	nt	0%	nt	3%	nt	4%	nt	-32%	nt
O=C(Nc1ccncc1)c1ccc(Cl)c(Cl)c1	0%	?	5%	1%	4%	5%	-2%	-10%	11%	-16%
CCOCCCNC(=O)Cc1ccc(F)cc1	?	7%	0%	-3%	nt	-5%	6%	-6%[11.5 µM]	nt	0%
O=C(c1noc2c1CCCC2)N1CCc2c([nH]c3ccccc23)C1c1ccccn1 (stereo not drawn)	16%	21%	-1%	0%	2%	19%	1%	3%	-32%	-16%
COC(=O)c1c(NC(=O)/C=C/c2ccc3c(c2)OCO3)sc(C)c1C	0%	0%	?	1%	-12%	-7%	0%	0%	-25%	-15%
O=C(O)C1CCC(CNCc2ccccc2Cl)CC1 (stereo not drawn)	-4%	20%	-1%	-3%	1%	4%	15%	-9%	1%	4%
COc1cc(/C=C2\SC(=S)N(c3cccnc3)C2=O)ccc1O	-2%	5%	1%	-3%	0%	-5%	0%	?	-1%	-7%
C/C(=N\O)C(C)NC(=O)c1ccccc1 (stereo not drawn)	-8%	-3%	4%	-4%	0%	-5%	1%	-4%	2%	7%
Nc1ccc(S(=O)C(F)(F)F)cc1 (stereo not drawn)	6%	7%	2%	5%	4%	4%	1%	nt	3%	-1%

Individual results from the results shown:
CCCNS(=O)(=O)c1ccc(NC(=O)Cc2cccs2)cc1 in VP16 counter shows 6%
C/C(=C\c1ccco1)C1C(C#N)=C(N)Oc2n[nH]c(-c3ccccc3)c21 (stereo not drawn) in ELG1 genotoxic shows 4%

(list continues)
SMILES	Rab9 prom act	RORgamma inh	ELG1 genotoxic	NPC1 promoter act	uPA surface inh	VP16 counter	p53 reactivation	MBNL1-CUG inh	BRCA1 expr act	FLuc counter
CC(Sc1ccc([N+](=O)[O-])cn1)C(=O)Nc1nccs1 (stereo not drawn)	-4%	-34%	-1%	-3%	-2%	-2%	-4%	?	6%	0%
CCOC(=O)c1c(/N=C/N(C)C)sc(/C=N/Nc2ccccc2)c1-c1ccc(Cl)cc1	-4%	31%	0%	2%	-6%	-20%	-15%	nt	-42%	2%
Cc1ccc(C(C(=O)NC2CCCC2)N(Cc2ccc3c(c2)OCO3)C(=O)Cc2cccs2)cc1 (stereo not drawn)	-3%	?	3%	-4%	4%	?	-8%	-23%	-27%	0%
C=CCOc1ccc(CNn2nnnc2N)cc1	-1%	?	-2%	0%	2%	-1%	-12%	6%	-6%	2%
O=C1C2C3c4ccccc4C(Br)(c4ccccc43)C2C(=O)N1c1ccccc1O (stereo not drawn)	-1%	61%	0%	-5%	5%	-7%	-9%	-4%[11.5 µM]	0%	-2%
Cc1ccc(-c2nn3c(C)nnc3s2)cc1NC(=O)c1ccc(Br)o1	-2%	-30%	2%	1%	6%	11%	-6%	5%	-16%	2%
CN(CC(=O)Nc1ccc(F)c(F)c1F)C(=O)C1CCCCC1	nt	nt	0%	nt	7%	nt	-7%	nt	6%	nt
COC(=O)[C@@H](Cc1ccc(O)cc1)NC(=O)[C@H]1CCC(=O)N1C(=O)OCc1ccccc1	-9%	-23%	9%	-3%	1%	-6%	nt	4%	-1%	1%
O=C(O)c1ccccc1NCc1ccsc1	-7%	21%	3%	-4%	1%	1%	1%	-2%	-7%	7%
CCN1C(=NCCc2c[nH]c3ccccc23)N[C@@H](c2ccccc2)C(C(=O)OC)=C1C	-5%&2%	?	nt	-6%&2%	nt	-2%&-8%	nt	-2%&8%	nt	2%&-5%
CCN1CCN(CCC(=O)Nc2cc(C)ccc2C)CC1	4%	-44%	1%	27%	3%	-1%	nt	4%	-1%	-1%
C=CCOC(=O)c1sc(NC(=O)c2ccc(OC)cc2)nc1C	2%	6.3µM*	?	-37%[inhibitor]	-2%	-13%	-9%	?	?	?
O=C(NC(=S)Nc1ccccc1Cl)C1CC1	22%	?	?	24%	-30%	11µM*	?	-10%	55%	?
CCN(CC)S(=O)(=O)c1cccc(NC(=O)COC(=O)c2n[nH]c(=O)c3ccccc23)c1	-2%	57%	4%	-12%	2%	-25%	0%	6%	0%	-6%
COc1ccc(N2CCN(C(=S)Nc3cccc(C)c3C)CC2)cc1	4%	-34%	-2%	1%	5%	-4%	1%	-9%	3%	2%

Some of the entries so far, with values under each structure:
Order of values – Rab9 prom act, RORgamma inh, ELG1 genotoxic, NPC1 promoter act, uPA surface inh, VP16 counter, p53 reactivation, MBNL1-CUG inh, BRCA1 expr act, FLuc counter
C=CCOC(=O)c1sc(NC(=O)c2ccc(OC)cc2)nc1C
 : 2%, 6.3µM*, ?, -37%[inhibitor], -2%, -13%, -9%, ?, ?, ?
O=C(NC(=S)Nc1ccccc1Cl)C1CC1
 : 22%, ?, ?, 24%, -30%, 11µM*, ?, -10%, 55%, ?
CCN(CC)S(=O)(=O)c1cccc(NC(=O)COC(=O)c2n[nH]c(=O)c3ccccc23)c1
 : -2%, 57%, 4%, -12%, 2%, -25%, 0%, 6%, 0%, -6%
COc1ccc(N2CCN(C(=S)Nc3cccc(C)c3C)CC2)cc1
 : 4%, -34%, -2%, 1%, 5%, -4%, 1%, -9%, 3%, 2%
